High-throughput results (PubChem)
Polio RdRp inh = poliovirus RNA polymerase inhibition; P03300; poliovirus polymerase elongation, fluorescence polarization; hits give low values; % elongation, % (compound at 16.7 µg/mL); actives 0.66% (n = 150,000); AID 588519; in the data active = % elongation below about 90%; note: some results filed as inactive read as strong as hits
Target sequence (P03300 1749-2209 limits assumed): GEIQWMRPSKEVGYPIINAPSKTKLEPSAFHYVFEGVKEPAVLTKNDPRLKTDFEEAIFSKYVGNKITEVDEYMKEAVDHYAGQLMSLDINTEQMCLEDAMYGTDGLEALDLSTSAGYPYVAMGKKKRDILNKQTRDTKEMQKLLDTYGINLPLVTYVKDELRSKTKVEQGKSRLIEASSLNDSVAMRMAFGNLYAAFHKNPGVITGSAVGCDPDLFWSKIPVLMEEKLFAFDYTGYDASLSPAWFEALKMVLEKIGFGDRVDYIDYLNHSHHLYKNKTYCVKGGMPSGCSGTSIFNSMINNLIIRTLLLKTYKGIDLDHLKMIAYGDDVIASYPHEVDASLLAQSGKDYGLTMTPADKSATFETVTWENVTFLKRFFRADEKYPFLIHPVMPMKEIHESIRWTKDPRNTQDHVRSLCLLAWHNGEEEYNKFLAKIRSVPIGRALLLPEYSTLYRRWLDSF
Polio RdRp inh FP z-score = also measured in Polio RdRp inh; calls as there; z-score; measured here: FP z-score; hits read low
* marks the source's active call; other numbers are inactive results.

SMILES	Polio RdRp inh	Polio RdRp inh FP z-score
Cn1nc(C(=O)N(Cc2cccs2)C2CCCC2)c2c1-c1ccccc1SC2	101	0
O=C(CC(c1ccccc1)c1ccccc1)Nc1ccccn1	103	-0.3
S=C(NCCCn1ccnc1)NCc1cccs1	95	-0.7
COc1cc(OC)c(C(=O)COc2ncnc3ccccc23)c(OC)c1	106	0.5
COc1ccc(N2CCN(C(=O)CCS(=O)(=O)c3ccc4nc(C)sc4c3)CC2)cc1	102	-0.1
COC(=O)c1cc2sccc2n1Cc1nc(-c2ccccc2F)oc1C	101	-0.4
COc1ccc(-c2csc(Cc3nnc4n3CCCCC4)n2)cc1	104	0.1
O=C(CSC1=NCCS1)Nc1nc(-c2ccccc2)cs1	117	2.3
N#CCCC(=O)c1ccco1	105	0.1
CC(C)c1nc2cc(N)ccc2n1C	99	-0.8
CCOc1ccc2nc(Nc3nc4c(c(=O)[nH]3)CCCC4)nc(C)c2c1	102	0.4
CCN(Cc1ccccc1)S(=O)(=O)c1ccc2c(c1)CCCN2C(C)=O	102	-1.4
O=C(CSc1nnc(-c2cccs2)o1)Oc1ccc(Cl)cc1	96	-1.8
O=C(Nc1ccc(-c2nc3ccccc3o2)cc1)c1ccc(Br)o1	97	-0.7
Cc1cc(C)c2cccc(N=CC3=C(O)CC(C)(C)CC3=O)c2n1	103	0.6
CCOc1ccccc1CNC(=O)c1ccc(N2Cc3ccccc3Oc3ncccc32)s1	113	1.3
CCOc1ccc(NC(=O)c2cc3sccc3n2Cc2ccc(C)cc2)cc1	102	0.3
O=C1CCC(C(=O)OCc2ccccc2C(F)(F)F)=NN1	103	0.1
CC(Sc1nnc(Nc2ccccc2F)s1)C(=O)NC1(C#N)CCCCC1 (stereo unspecified)	103	0
CCOC(=O)c1[nH]c(C)c(CCC(=O)NCc2ccc(OCC)cc2)c1C	108	0.1
COc1ccc(-n2cnc3cc(N=Cc4nc5ccccc5n4C)ccc32)cc1	101	-0.3
COc1cccc2sc(Nc3sc4c(c3C(N)=O)CCCC4)nc12	102	0.2
CCCn1nc(C(=O)N2CC(=O)Nc3ccccc32)c2ccccc2c1=O	98	-0.7
O=c1cc(CSCc2ccc(Cl)cc2)[nH]c(=O)[nH]1	109	1.2
O=C(NCc1cccnc1)c1ccc(/C=C2\Sc3ccccc3N(Cc3ccccc3F)C2=O)cc1	103	0.4
O=C(COc1ncnc2ccccc12)N1CCCCC1	102	0.4
CC(C)(C)C1CCc2c(sc(NC(=O)c3ccncc3)c2C(=O)Nc2ccccc2Cl)C1 (stereo unspecified)	93	-3.6
CCC(C(=O)O)n1ccc2cc(S(=O)(=O)N3CCCCC3)ccc21 (stereo unspecified)	103	-1.4
Cc1c(C(=O)N2CCC(C)CC2)c(S(=O)(=O)N(Cc2ccccc2)C(C)(C)C)c(C)n1C	106	0
CCCc1c(C(=O)OCC)[nH]c2c1C(=O)CC(C)(C)C2	100	-0.5
COc1cccc(Nc2sc(C(=O)c3ccc4c(c3)OCO4)c(N)c2S(=O)(=O)c2ccccc2)c1	103	-0.8
COc1ccccc1CNC(=O)C(=O)NCC(c1ccco1)S(=O)(=O)c1ccc(C)cc1 (stereo unspecified)	106	-0.3
Cc1nnc2c3ccccc3nc(NCCC3=CCCCC3)n12	105	0.6
CCCNC(=O)c1ccc(N2CC3CC(C2)c2cccc(=O)n2C3)c(NS(=O)(=O)c2ccc3c(c2)OCCO3)c1 (stereo unspecified)	100	-0.2
COc1cccc(NCc2cccc3c2CN(CC2CCCO2)C3)c1 (stereo unspecified)	98	-2.7
O=C1NC(=O)C(=Cc2ccc(Sc3ccc(Cl)cc3)o2)C(=O)N1	104	0.5
Cn1c(=O)c2cc(C(=O)c3ccccc3O)cnc2n(C)c1=O	104	0.2
CC1Cc2cc(CCC(=O)O)ccc2O1 (stereo unspecified)	96	-1.7
COCCN1C(=O)/C(=C\c2c(Cl)cccc2Cl)C(C(=O)OC)=C1C	107	0.6
O=C(CN1CCCC1c1cccs1)Nc1cc(C(F)(F)F)ccc1-n1cncn1 (stereo unspecified)	98	-0.6
Cc1noc(C)c1CSc1ncccc1C(=O)NCCc1ccc(S(N)(=O)=O)cc1	104	0.1
Cc1ccn2c(=O)cc(COc3ccc(NC(=O)COc4ccc(C)c(C)c4)cc3)nc2c1	112	1.4
COc1ccc(N2CCN(C(=O)C3CCN(Cc4nc(-c5ccc(Cl)cc5)oc4C)CC3)CC2)cc1	108	0.4
O=C(Nc1ccccc1)/C(=C/c1ccccc1)NC(=O)c1ccco1	103	0.3
O=C(CCc1nc2cccnc2n1Cc1cccs1)N1CCc2ccccc21	105	1.1
Cc1cccc(N(C)C(=O)CCNS(=O)(=O)c2ccc3c(c2)CCN3C(=O)C2CC2)c1	113	1.3
COc1cc(C(=O)CN2CCOCC2)cc(OC)c1OC	101	-0.2
CSc1ccccc1NC(=O)Cn1nc(C(F)(F)F)cc1C	100	-0.4
Cc1ccc(CNC(=O)C2CCC(=O)N2C2CCCCC2)cc1 (stereo unspecified)	98	-0.8
COC(=O)/C(C#N)=C/c1ccc(C)s1	102	0.2
CCOC(=O)C1CCN(S(=O)(=O)c2cc3c4c(c2)CC(=O)N4CCC3)CC1	116	1.9
CCCCn1c2c(c(=O)[nH]c1=O)C(c1ccc(OC(F)F)cc1)C1=C(CCCC1=O)N2 (stereo unspecified)	101	-0.2
CCOc1ccc(NC(=O)CCCn2c(=O)[nH]c3ccccc3c2=O)cc1	100	-0.1
Nn1c(SCc2cn3ccccc3n2)nnc1C1CC1	107	0.5
COc1cccc(-c2nc(COC(=O)C3=COCCO3)cs2)c1OC	102	-0.2
COc1cc(-c2ccno2)ccc1S(=O)(=O)N1CCN(c2cc(C)ccc2C)CC1	108	0.3
CC(=O)NS(=O)(=O)c1ccc(-c2ccc(/C=C3/C(=O)N(CCCO)C(=O)C(C#N)=C3C)o2)cc1	103	0.4
COc1ccc(Nc2nnc(SCC(=O)c3cc(C)n(-c4nccs4)c3C)s2)cc1	108	0.8
CN=c1scc(C)n1NC(=O)Nc1ccc(Cl)cc1	101	-0.7
Cc1ccc(NC(=O)CC2NC3CCCCC3NC2=O)cc1C (stereo unspecified)	99	-0.4

Following part
SMILES	Polio RdRp inh	Polio RdRp inh FP z-score
CCOC(=O)c1c(C)oc2nc(C)nc(N3CCN(c4ccccc4F)CC3)c12	100	-1
COC(=O)CN1C(=O)/C(=C/c2ccc(OCc3ccccc3)c(OC)c2)SC1=S	101	0.1
COCc1nc2ccccc2n1Cc1cccc2ccccc12	102	-0.4
On1onc2c3cc(-c4ccccc4)nc3ccc21	106	0.3
CCOc1ccc(NC(=O)C(NS(=O)(=O)c2ccc3c(c2)CCN3C(C)=O)C(C)C)cc1 (stereo unspecified)	102	-0.3
O=c1[nH]ccc2c1c(=O)[nH]c1ccccc12	100	-0.1
CCN1C2OC3OC4C(OC3OC2N(CC)S1(=O)=O)N(CC)S(=O)(=O)N4CC (stereo unspecified)	105	0.2
COCCCNC(=O)CSc1nc2cc3c(cc2c(=O)n1CCCC(=O)NCc1ccc(OC)cc1)OCO3	104	-0.4
Cc1ccc(CNC(=O)c2ccc3c(c2)c(C)c(C)n3Cc2ccc(Cl)cc2)o1	105	-0.3
COc1ccc(C(=O)N2CCn3c2nc2ccccc23)cc1OC	100	-0.3
CC(C)=C1C(=O)N(c2ccccc2)C(=S)N1c1ccccc1	100	-0.3
COC(=O)c1ccccc1N=Nc1c(N)[nH][nH]c1=O	103	0.3
Cc1cccc(NCc2ccc(N(C)C)cc2)n1	100	-0.1
CCOC(=O)c1nccn1CC(=O)N(CC)c1cccc(C)c1	102	0
CCc1cccc(NCC(O)Cn2nnnc2-c2ccccc2)c1 (stereo unspecified)	103	0.3
Cc1ccc(NC(=O)Cn2c(=O)c(C(F)(F)F)nc3ccccc32)cc1C	108	0.2
CCOc1ccccc1C(=O)Nc1ccc(-c2ccc3nncn3n2)cc1	106	1.3
Cc1cc2cc(CCNS(=O)(=O)c3ccc(Br)cc3)c(=O)[nH]c2cc1C	105	-0.2
O=C(COc1ccccc1[N+](=O)[O-])Nc1cccc(-c2nc3ccccc3s2)c1	106	0
O=C1c2ccccc2C(=O)N1CCCn1c(=O)oc2ccccc21	103	0.4
Cc1ccccc1NC(=O)CSc1nccn1C	107	0.4
CCc1ccc(NC(=O)Cn2c(=O)ccc3cc(S(=O)(=O)N4CCCC4)ccc32)cc1	110	0.6
COCCCNC(=O)C1CCC(Cn2c(=O)c3sccc3n(Cc3ccc(F)cc3)c2=O)CC1 (stereo unspecified)	105	-0.2
CCc1cc2c3c(c(=O)oc2cc1OCC(=O)OC(C)(C)C)CCCC3	102	0.1

Some of these compounds in order of number of heavy atoms, highest first.
SMILES	Polio RdRp inh	Polio RdRp inh FP z-score
CCCNC(=O)c1ccc(N2CC3CC(C2)c2cccc(=O)n2C3)c(NS(=O)(=O)c2ccc3c(c2)OCCO3)c1 (stereo unspecified)	100	-0.2
COCCCNC(=O)C1CCC(Cn2c(=O)c3sccc3n(Cc3ccc(F)cc3)c2=O)CC1 (stereo unspecified)	105	-0.2
Cc1c(C(=O)N2CCC(C)CC2)c(S(=O)(=O)N(Cc2ccccc2)C(C)(C)C)c(C)n1C	106	0
CCc1ccc(NC(=O)Cn2c(=O)ccc3cc(S(=O)(=O)N4CCCC4)ccc32)cc1	110	0.6
O=C(CN1CCCC1c1cccs1)Nc1cc(C(F)(F)F)ccc1-n1cncn1 (stereo unspecified)	98	-0.6
Cn1nc(C(=O)N(Cc2cccs2)C2CCCC2)c2c1-c1ccccc1SC2	101	0
Cc1ccc(NC(=O)Cn2c(=O)c(C(F)(F)F)nc3ccccc32)cc1C	108	0.2
CCc1cc2c3c(c(=O)oc2cc1OCC(=O)OC(C)(C)C)CCCC3	102	0.1
O=C(Nc1ccccc1)/C(=C/c1ccccc1)NC(=O)c1ccco1	103	0.3
CCc1cccc(NCC(O)Cn2nnnc2-c2ccccc2)c1 (stereo unspecified)	103	0.3
O=C1NC(=O)C(=Cc2ccc(Sc3ccc(Cl)cc3)o2)C(=O)N1	104	0.5
CSc1ccccc1NC(=O)Cn1nc(C(F)(F)F)cc1C	100	-0.4
COc1cc(C(=O)CN2CCOCC2)cc(OC)c1OC	101	-0.2
CCCc1c(C(=O)OCC)[nH]c2c1C(=O)CC(C)(C)C2	100	-0.5
On1onc2c3cc(-c4ccccc4)nc3ccc21	106	0.3
O=c1cc(CSCc2ccc(Cl)cc2)[nH]c(=O)[nH]1	109	1.2
CC1Cc2cc(CCC(=O)O)ccc2O1 (stereo unspecified)	96	-1.7
CC(C)c1nc2cc(N)ccc2n1C	99	-0.8

New compounds follow:
SMILES	Polio RdRp inh	Polio RdRp inh FP z-score
Cc1ccc(CNC(=O)C2CCCN(Cc3nc(-c4cccc(C)c4)oc3C)C2)cc1 (stereo unspecified)	97	-1.1
COc1cccc(/C=N/n2c(N)nc3ccccc32)c1OC	99	-1
COc1ccc(-c2c(C)nn3c(N4CCC(C(=O)NCCC(C)C)CC4)cc(C)nc23)cc1OC	107	0.6
O=C(NCc1cccnc1)c1csc2ccccc12	101	0.2
CCc1ccc(CNC(=O)c2cnc(N3CCCCC3)c3ccccc23)cc1	108	0.1
CC1Oc2ccccc2N(CC(=O)NCc2ccccc2)C1=O (stereo unspecified)	103	0.4
Cc1cccc(NC(=O)CSc2cn(CC(=O)N3CCOCC3)c3ccccc23)c1	121	0.7
Cc1ccc(N2C(=O)C(Cc3ccccc3)N=C2N(CCN(C)C)Cc2ccco2)c(C)c1 (stereo unspecified)	104	1.5
CCN(CC)CC(=O)NC1(C)CCCCC1c1ccc(O)cc1 (stereo unspecified)	102	0.2
O=C1CCCC2=C1C(c1ccncc1)n1c(nc3ccccc31)N2 (stereo unspecified)	101	0.3
Cc1ccccc1C(=O)c1cccn1CC(=O)NC(C)c1ccc2c(c1)OCCO2 (stereo unspecified)	105	1.1
Cc1ccc(S(=O)(=O)NC2=NCN(CCCN3CCOCC3)CN2)cc1	101	0
O=C(Nc1c(C(=O)N(Cc2ccco2)CC2CCCO2)oc2ccccc12)C1CCCC1 (stereo unspecified)	100	-0.4
CN(C)CCOC(=O)c1ccco1	102	0.1
N#CC1CCCc2c1[nH]c1ccc(Br)cc21 (stereo unspecified)	101	0
CCn1c(=O)c2c3c(sc2n2c(SCc4ccc(OC)cc4)nnc12)CCCC3	102	0
CC1(C)CC2(CCCN(CCCN3CCCC4(CCOC(C)(C)C4)C3)C2)CCO1 (stereo unspecified)	93	-1.3
CN(C)c1ccc(/C=N/n2cnnc2)cc1	100	-0.1
Cn1c(C/C(N)=N/O)nc2ccccc21	101	-0.4
CCCC1=NN(c2ccc(C(=O)OCC)cc2)C(=O)C1	100	-0.1
c1ccc(Nc2nc(N3CCCCC3)nc(N3CCCCC3)n2)cc1	103	0.4
COc1cc(C=Nc2ccc(C(=O)c3ccccc3)cc2)cc(OC)c1OC	104	0.1
CCOC(=O)CCc1c(C)nc2c(-c3ccccc3)c(C)[nH]n2c1=O	107	0.6
CCOc1ccccc1CNS(=O)(=O)c1cc(-c2onc(C)c2C)ccc1OC	104	-0.7
Cc1cccc(-c2nc(CCNC(=O)c3ccccc3Br)cs2)c1	108	0.3
O=C(O)c1ccccc1-c1ccc(-c2cc(C(=O)O)c3cc(F)ccc3n2)o1	98	-2
CC(C)NC(=O)Cn1cc2c(n1)CCCC2	104	0.9
Clc1ccc(/C=N/n2cnnc2)cc1	101	0
CCOC(=O)c1ccc(N2C(=O)c3n[nH]c(-c4ccco4)c3C2c2cccc(F)c2)cc1 (stereo unspecified)	107	-0.1
O=C(O)c1cc2c([nH]c1=O)CCC2	103	0.3
Cc1ccc(-c2nc(C#N)c(N3CCC(C(N)=O)CC3)o2)cc1	101	-0.1
O=C(CCN1N=C(c2ccccc2)CCC1=O)NCCc1ccc(Cl)cc1	99	-1.1
CCC(=O)Nc1ccc2c(c1)nc1n2CCN(Cc2ccccc2)C1	105	0.9

Only part of the results is shown. The share of hits here may be higher or lower than overall.
